NCI-60 one-dose screen, 48 h, at 10 µM unless noted. Numbers give growth in % (100 = growth as untreated, 0 = no growth, -100 = all killed).
HOP-62 = HOP-62 NSCLC; actives 3.9% (n = 80,000); AID 1794735
UACC-62 = UACC-62 melanoma | actives 5.4% (n = 81,000)
M14 = M14 melanoma | actives 6.2% (n = 80,000)
A549/ATCC = A549/ATCC NSCLC; actives 3.7% (n = 81,000); AID 1794740
EKVX = EKVX NSCLC; actives 3% (n = 71,000); AID 1794765
HOP-92 = HOP-92 NSCLC cells; AID 1794738; actives 6.3% (n = 71,000)
MALME-3M = MALME-3M melanoma. AID 1794766. actives 5.8% (n = 78,000)
UACC-257 = UACC-257 melanoma; AID 1794764; actives 4.4% (n = 78,000)
Active calls of the source: *; . = not tested or not shown. How the source made its calls: active means growth percent below 10; inactive means the rest.

SMILES | HOP-62 | UACC-62 | M14 | A549/ATCC | EKVX | HOP-92 | MALME-3M | UACC-257
Brc1ccc(-c2csc(N/N=C/c3cccs3)n2)cc1 | 96 | 91 | 88 | 13 | 74 | 95 | 99 | 106
O=C(O)CCNC(=O)c1nc(-c2ccccc2)n(-c2ccc(Cl)cc2)n1 | 77 | 100 | 95 | 84 | 96 | 102 | 101 | .
COc1cc(C2=Nc3c(N)nc(N)nc3NC(c3cccc(Nc4ccnc5cc(C(F)(F)F)ccc45)c3)C2)cc(OC)c1OC (stereo not drawn) | 86 | 87 | 72 | 74 | 66 | 48 | 91 | 78
C=C1C(=O)O[C@H]2[C@H]1CC/C(CNC(=O)/C=C/c1cccc(OC)c1)=C\CC[C@@]1(C)O[C@@H]21 | 69 | -27* | -37* | 47 | -20* | -32* | -45* | -6.1*
Cc1ccc(S(=O)(=O)NC(=O)n2ccc3c(N(C)C)ccnc32)cc1 | 101 | 123 | 101 | 113 | 94 | 121 | 101 | 113
CC(=O)c1ccc(NC(=O)CSc2nc3[nH]c(=O)n(C)c(=O)c3[nH]2)cc1 | 103 | 100 | 100 | 96 | 95 | 95 | 96 | 97
CC(=O)SCC(C)C1CCC(C)C(SC(C)=O)C1 (stereo not drawn) | 97 | 105 | 96 | 99 | 103 | 87 | 100 | 88
Fc1cccc(-c2cnn3cc(-c4ccccc4)cnc23)c1 | 82 | 85 | 89 | 89 | 87 | 82 | 90 | 100
COc1ccccc1-n1cc(Cn2c(=O)oc3cccnc32)nn1 | 85 | 100 | 102 | 77 | 103 | 120 | 96 | 87
CCCn1cc(-c2nc(Nc3ccc(C(=O)NCCCCNc4cccc5c4C(=O)N(C4CCC(=O)NC4=O)C5=O)cc3)nc3[nH]ccc23)cn1 (stereo not drawn) | -1.4* | 75 | 21 | 21 | 54 | . | -24* | 96
Clc1ccc(-c2onc3ccc(C4Oc5ccccc5C5CC(c6ccccc6)=NN54)cc23)cc1 (stereo not drawn) | 106 | 101 | 102 | 103 | 101 | 112 | 104 | 104
Clc1nc(Nc2ccccc2)nc(Nc2ccccc2)n1 | 81 | 96 | 118 | 104 | 106 | 78 | 111 | 130
C=Cc1cnc(Nc2ccc(OC)cc2)nc1NCCCNC(=O)C1CCC1 | 41 | 82 | 47 | 32 | 57 | 55 | 52 | 71
COc1ccc(C2C=Nn3c(nnc3-c3ccc(N)cc3)S2)cc1 (stereo not drawn) | 87 | 99 | . | 98 | . | 78 | 116 | 114
Cc1[nH]c(C2CC(c3cccs3)=NN2c2ccc(Cl)cc2)c(C)c1C(=O)O (stereo not drawn) | 109 | 89 | 97 | 111 | 95 | 110 | 105 | 106
CC1(C)OC(=O)C(=Cc2cccc(F)c2)C(=O)O1 | 100 | 102 | 102 | 82 | 101 | 96 | 109 | 71
NC(N)=N/N=C/c1ccccc1C(=O)O | 103 | 111 | 109 | . | 117 | 74 | 103 | 114
Oc1[nH]c2ccc(Cl)cc2c1/C=c1/ccc2c(c1)N=C(c1cc(F)cc(F)c1)N=2 | 59 | 45 | 68 | 57 | 89 | . | . | 71
Cc1cc(C)cc(OCCCN(C)C(=O)c2ccc(C#CC(C)(C)O)o2)c1 | 101 | 85 | 98 | 104 | 101 | 122 | 103 | 103
CN(C)C(C#N)C(=O)c1ccccc1 (stereo not drawn) | 90 | 115 | 106 | 101 | . | 78 | 93 | 93
CCCCCCC(C)c1ccccc1O (stereo not drawn) (tested in a mixture with another compound) | 99 | 100 | 111 | 100 | 110 | 69 | 106 | 117
CC(CCO)CC(C)(C)C (stereo not drawn) | 100 | 102 | 99 | 98 | . | 114 | 95 | 100
CC1(C)CCC(=S)N1 | 96 | 102 | 102 | 110 | 101 | 99 | 98 | 118
O=C(COc1ccc(Cl)cc1Cl)OCCOc1cc(Cl)c(Cl)cc1Cl | 93 | 97 | 109 | 78 | 102 | 86 | 104 | 85
CN1C(=O)N(C)C2Nn3c(s/c(=C\c4ccc(C(F)(F)F)cc4)c3=O)=NC21 (stereo not drawn) | 115 | 90 | 110 | 104 | 100 | 110 | 107 | 111
CCOC(=O)Nc1cccc(C(F)(F)F)c1 | 125 | 87 | 105 | 122 | 110 | . | . | 145
COc1cccc(Cn2cc(C(=O)Nc3cccnc3Nc3ccc(OC)cc3OC)nn2)c1 | 102 | 95 | 103 | 102 | 94 | 106 | 104 | 110
COc1ccc(/C=C(\C(=O)NCc2cccnc2)S(=O)(=O)c2ccccc2)cc1OC | 51 | 35 | 29 | 46 | 39 | 44 | 48 | 45
CCOC(=O)c1ccc(NC2CCC(=O)N2)cc1 (stereo not drawn) | 96 | 89 | 96 | 99 | 97 | 97 | 98 | 98
CN1CCN(c2ccc3nc(-c4c5cccccc-5[nH]c4=O)[nH]c3c2)CC1 | 90 | 110 | 101 | 61 | 112 | 41 | 120 | 97
NNC(=O)CC(=O)Nc1cccc(Cl)c1 | 86 | 93 | 100 | 78 | 90 | 91 | 86 | 96
CC[N+](C)(CC)CC[N+]1(C)CCCCCCC1 | 99 | 96 | 111 | 97 | 96 | 104 | 93 | 104
CCCCNC(=O)Nc1sc2c(c1C(=O)OCC)CCCC2 | 123 | 78 | 103 | 94 | 87 | 88 | 113 | 96
Cc1ccc(NC(=O)c2cc3ccccc3cc2O)c(C)c1 | 89 | 66 | 87 | 106 | 80 | 36 | 70 | 86
CN(C)N=Nc1nn(C(=O)Nc2ccc(Cc3ccccc3)cc2)c2ccc(Cl)cc12 | 96 | 80 | 95 | 102 | 97 | 108 | 118 | 106
O=c1c2c3c(sc2n2c(SCc4ccccc4)nnc2n1Cc1ccccc1)CCCC3 | 103 | 98 | 108 | 97 | 101 | 93 | 89 | 98
c1ccc(Nc2csc(-c3ccccn3)n2)cc1 | 99 | 96 | 110 | 97 | 99 | 113 | 108 | 112
Cn1c2c(Cl)c(Cl)ccc2c2cc(N)[nH]c(=O)c21 | 51 | 87 | 98 | 15 | 60 | 30 | 102 | 98
Cc1cc(C2=NNC(=O)Cc3cc4c(cc32)OCCO4)cc(C)c1N | 37 | 44 | 13 | 51 | 60 | 69 | 32 | 60
CCOC(=O)N1CCc2c(sc3ncnc(OCc4cn([C@@H]5OC(COC(C)=O)[C@H](OC(C)=O)[C@H](OC(C)=O)C5OC(C)=O)nn4)c23)C1 (stereo partly drawn) | 95 | 103 | 108 | 79 | 108 | 113 | 99 | 85
CC(C)(C)Nc1c(-c2c(O)c3ccccc3oc2=O)nc2ccc(Cl)cn12 | 125 | 95 | 104 | 96 | 98 | 99 | 93 | .
CNC(=O)Nc1ccc(Nc2cc(-c3ccc(-n4cccn4)cc3)[nH]n2)c(C)c1 | 106 | 114 | 126 | 102 | 109 | 173 | 125 | 115
O=c1cc[nH]c2c(Cl)c3nnn(OCc4ccc([N+](=O)[O-])cc4)c3cc12 | 111 | 109 | 109 | 115 | 106 | 108 | 121 | 131
Nc1ncnc2ocnc12 | 102 | 101 | 104 | 94 | 105 | 100 | 101 | 94
COc1ccc(-c2cc(-c3ccccc3)nn(CC(=O)NCCc3ccc(OC)c(OC)c3)c2=O)cc1 | 94 | 92 | 101 | 94 | . | 114 | 102 | 103
C/C=C/C=C(\CC)C(=O)OCC | 103 | 106 | 96 | . | . | 100 | 111 | .
COc1cc2nc(-c3ccc(Cl)cc3)cc(OCCN3CCCC3)c2cc1OC | 88 | 98 | 88 | 92 | 76 | 68 | 104 | 91
CN1CCN(CN2N=C3c4ccsc4CCCC3CC2=O)CC1 (stereo not drawn) | 100 | 89 | 97 | 108 | 72 | 80 | 112 | 108
Fc1ccc(-c2cc(-c3cccs3)cc(-c3ccccc3)n2)cc1 | 117 | 96 | 100 | 104 | 247 | 94 | 110 | 108
O=c1cc[nH]c2c(Cl)c3nnn(OCc4ccccc4)c3cc12 | 96 | 92 | 105 | 95 | 104 | 77 | 165 | 100
CC1(CO)COC(c2ccc(Cl)cc2)N1 (stereo not drawn) | 96 | 108 | 103 | 102 | . | . | 98 | 82
CC1=CC(=O)[C@]2(OC3O[C@@H](C)[C@H](O)[C@@H](O)[C@H]3O)C=CO[C@@H](O[C@@H]3O[C@H](CO)[C@@H](O)[C@H](O)[C@H]3O)[C@H]12 (stereo partly drawn) | 106 | 102 | 102 | 102 | 96 | 96 | 93 | 93
N/C(=N\C(N)=N\c1nc2ccccc2s1)c1cccs1 | 65 | 93 | 117 | 80 | 65 | 89 | 111 | 112
O=C1c2ccccc2-c2nccc3cc(Cl)nc1c23 | 48 | 28 | -63* | 73 | -17* | 21 | -66* | 59
CCn1c(SCC(=O)Nc2nc3ccc(F)cc3s2)nnc1-c1cccnc1Nc1cc(OC)c(OC)c(OC)c1 | 129 | 92 | 106 | 100 | 95 | . | 86 | 106
COC(=O)N1CCc2cc(O)c(OC)cc2C1(C)Cc1ccccc1 (stereo not drawn) | 101 | 82 | 98 | 101 | 95 | 102 | 96 | 105
COC(=O)C1=C(C(C)=O)C(c2ccccc2)C(C#N)=C(N)O1 (stereo not drawn) | 110 | 100 | 100 | 107 | 120 | 98 | 137 | 99
CCCN(CCC)C(=O)c1ccccc1OCC | 102 | 106 | 102 | 107 | 115 | 91 | 97 | 113
O=[N+]([O-])c1ccccc1CN1CCCCC1 | 107 | 103 | 114 | 106 | 87 | 90 | 121 | 110
CCN1CCN(C(=O)[C@@]2(C)CC[C@]3(C)CC[C@]4(C)C(=CC(=O)[C@@H]5[C@@]6(C)CC[C@H](OCCC#N)C(C)(C)[C@@H]6CC[C@]54C)[C@@H]3C2)CC1 | 100 | 87 | 96 | 84 | 86 | 71 | 65 | 88

Compound profiles, as listed above. Order of values: HOP-62, UACC-62, M14, A549/ATCC, EKVX, HOP-92, MALME-3M, UACC-257
Entry for `Fc1ccc(-c2cc(-c3cccs3)cc(-c3ccccc3)n2)cc1` = 117, 96, 100, 104, 247, 94, 110, 108
Entry for `COC(=O)C1=C(C(C)=O)C(c2ccccc2)C(C#N)=C(N)O1` (stereo not drawn) = 110, 100, 100, 107, 120, 98, 137, 99
Entry for `CC1=CC(=O)[C@]2(OC3O[C@@H](C)[C@H](O)[C@@H](O)[C@H]3O)C=CO[C@@H](O[C@@H]3O[C@H](CO)[C@@H](O)[C@H](O)[C@H]3O)[C@H]12` (stereo partly drawn) = 106, 102, 102, 102, 96, 96, 93, 93
Entry for `COc1cc2nc(-c3ccc(Cl)cc3)cc(OCCN3CCCC3)c2cc1OC` = 88, 98, 88, 92, 76, 68, 104, 91

Going on with the list:
SMILES | HOP-62 | UACC-62 | M14 | A549/ATCC | EKVX | HOP-92 | MALME-3M | UACC-257
O=C(Nc1ccc(Nc2ncnc3sc4c(c23)CCCC4)cc1)Nc1c(Cl)cccc1Cl | 95 | 84 | 100 | 93 | 84 | 70 | 98 | 96
COc1ccc(OC)c(/C=C/[C@H]2O[C@@H](C)[C@H](O)[C@@H]2O)c1 | 106 | 100 | 103 | 99 | 107 | 95 | 97 | 104
Oc1ccc(-c2nnc(Cn3cnnc3)o2)cc1 | 89 | 92 | 86 | 87 | 89 | 70 | 101 | 96
O=C(Nc1cccc(-n2cc(-c3ccncc3)c(-c3ccc(O)c(Cl)c3)n2)c1)Nc1ccc(Cl)c(C(F)(F)F)c1 | 4.9* | -39* | -34* | -15* | . | . | -24* | -20*
C#Cc1nc(C2=C(C)C(=O)/C(=N/OC(C)=O)C2)cs1 | 88 | 80 | 85 | 96 | 97 | 50 | 86 | 87
Cc1nc2ccccc2c(/C=C/c2ccc(Cl)cc2)c1C(=O)/C=C/c1ccc(Cl)cc1 | -7.3* | -43* | . | 57 | -12* | -60* | -54* | -17*
CCOC(=O)c1cnn(CC(C)O)c1NC(=O)NCc1ccccc1C(F)(F)F (stereo not drawn) | 102 | 92 | 89 | 82 | 98 | 85 | 101 | 90
N[C@@H](C(=O)N[C@@H]1C(=O)N2C(C(=O)O)=C(Cl)CS[C@H]12)c1ccccc1 | 106 | 111 | 102 | 106 | 103 | 90 | 104 | 112
Nc1ccc(C2c3ccccc3Oc3ccccc32)cc1 | 92 | 95 | 107 | 98 | 86 | 93 | 106 | 102
COc1c(Br)cc(C(=O)c2ccccc2C(=O)c2cc(Br)c(OC)c(Br)c2)cc1Br | 89 | 96 | 99 | 87 | 83 | 89 | 103 | 93
CC1(C)C(=O)CC[C@]2(C)[C@H]3CC=C4[C@@H]5C[C@@](C)(C(N)=O)CC[C@]5(C)CC[C@@]4(C)[C@]3(C)CC[C@@H]12 | 99 | 89 | 106 | 88 | 94 | 78 | 108 | 97

Retrieved by compound from above (two):
SMILES | HOP-62 | UACC-62 | M14 | A549/ATCC | EKVX | HOP-92 | MALME-3M | UACC-257
C#Cc1nc(C2=C(C)C(=O)/C(=N/OC(C)=O)C2)cs1 | 88 | 80 | 85 | 96 | 97 | 50 | 86 | 87
N[C@@H](C(=O)N[C@@H]1C(=O)N2C(C(=O)O)=C(Cl)CS[C@H]12)c1ccccc1 | 106 | 111 | 102 | 106 | 103 | 90 | 104 | 112

Screening data (PubChem)
